# JMJD2A Tudor inh = qHTS Assay for Inhibitors of JMJD2A-Tudor Domain. Lysine-specific demethylase 4A (Homo sapiens), O75164. AlphaScreen JMJD2A-Tudor / H3K4me3 peptide binding. Potency, µM (highest dose often 114 µM), inactives show at the highest dose activity change, negative = inhibition, hits mostly inhibitors. 4.4% of 390,000 active; note: potency is the fitted concentration of half-maximal effect; % is set by controls: 0 for no effect and ±100 for the full control effect; nearly all actives have a fitted effect of over 50% in size
# HP1b binding inh = HTS for Inhibitors of HP1-beta Chromodomain Interactions with Methylated Histone Tails; Potency, µM (titrated, usually from 114 µM), for inactives: at the top dose activity change, negative = inhibition, most hits filed as inhibitors; AID 540317, 2011; AlphaScreen HP1-beta / biotin-H3K9me3 peptide binding; 0.56% of 390,000 active; Chromobox protein homolog 1 (Homo sapiens), P83916; note: potency is the fitted concentration of half-maximal effect; nearly all actives have a fitted effect of over 70% in size; inactives centre near 23
#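 AlphaScreen: HP1-beta (50 nM) preformed 30 min with biotin-H3(1-18)K9me3 peptide (50 nM) in PBS pH 7.4, 0.01% Tween-20. Compound added for 30 min at RT, then streptavidin donor/nickel chelate acceptor beads (10 ug/mL) for 30 min.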
# PI4K2A block = qHTS for small molecular inhibitors of PI4K2A; purified PI4K2A, ADP-Glo luminescence, 1 h; stronger effect = lower value; activity change, negative = inhibition, % at 76.9 µM; 0.13% of 420,000 active; in the data active = activity change below about -50%; inconclusive = mostly about -30% to -49%;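 note: -100% = wells without enzyme as full effect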
# Target sequence (Q9BTU6 whole entry, looked up): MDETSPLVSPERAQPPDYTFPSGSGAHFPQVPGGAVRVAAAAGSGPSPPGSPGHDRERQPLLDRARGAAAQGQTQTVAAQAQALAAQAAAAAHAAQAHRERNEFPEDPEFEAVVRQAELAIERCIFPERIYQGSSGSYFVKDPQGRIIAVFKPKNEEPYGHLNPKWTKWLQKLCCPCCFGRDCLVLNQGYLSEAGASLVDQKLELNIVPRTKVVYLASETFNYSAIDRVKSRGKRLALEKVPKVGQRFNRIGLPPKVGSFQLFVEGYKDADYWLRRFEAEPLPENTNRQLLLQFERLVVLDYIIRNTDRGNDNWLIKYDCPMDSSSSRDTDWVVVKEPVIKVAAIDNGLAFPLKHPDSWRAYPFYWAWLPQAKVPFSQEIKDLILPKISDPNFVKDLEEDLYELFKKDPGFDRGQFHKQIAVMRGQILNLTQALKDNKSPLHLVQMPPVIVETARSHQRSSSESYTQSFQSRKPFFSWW
#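 In this quantitative HTS, ADP production by PI4K2A was quantified luminescently after 1 h at ambient temperature; 100 microM adenosine served as plate-quality control.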
# Tb PGK inh = qHTS Assay to Find Inhibitors of Phosphoglycerate Kinase; PGK/GAPDH coupled, Kinase-Glo luminescence, 60 min; Potency, µM (titrated, usually from 57.5 µM), inactives show top-dose activity change, negative = inhibition, most hits filed as inhibitors; Phosphoglycerate kinase, glycosomal (Trypanosoma brucei brucei), P07378; 0.043% of 380,000 active; AID 602233, 2012; note: potency is the fitted concentration of half-maximal effect; % is set by controls: 0 for no effect and ±100 for the full control effect; nearly all actives have a fitted effect of over 60% in size
#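 Recombinant glycosomal PGK reaction used 1,3-bisphosphoglycerate generated in-well by GAPDH (100nM final) in 100mM TEA pH 7.6, 5mM MgCl2, 0.01% Tween-20. After 60 minutes at room temperature, ATP was read by Kinase-Glo Plus luminescence end-point.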
# G9a block = qHTS Assay for Inhibitors of Histone Lysine Methyltransferase G9a. G9a H3K9 monomethylation, AlphaScreen, 2 h. Potency, µM (series often up to 102 µM), inactives show at the highest dose activity, negative = inhibition, actives largely listed as inhibitors. 8.8% of 350,000 active. AID 504332, 2011; note: potency is the fitted concentration of half-maximal effect; % is set by controls: 0 for no effect and ±100 for the full control effect; nearly all actives have a fitted effect of over 75% in size
# Target sequence (Q96KQ7 913-1193 limits assumed): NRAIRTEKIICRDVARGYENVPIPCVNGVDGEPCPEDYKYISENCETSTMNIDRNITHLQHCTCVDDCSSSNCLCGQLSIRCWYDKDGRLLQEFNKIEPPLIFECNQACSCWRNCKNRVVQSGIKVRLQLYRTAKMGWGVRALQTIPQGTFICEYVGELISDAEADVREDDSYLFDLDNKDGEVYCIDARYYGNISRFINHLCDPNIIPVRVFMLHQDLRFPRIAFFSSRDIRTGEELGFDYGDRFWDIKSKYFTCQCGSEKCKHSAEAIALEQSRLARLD
#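 Methyltransferase reactions run at room temperature for 2 h (20 nM enzyme, 500 nM biotin-H3K9 peptide, 20 uM SAM) after a 15 min compound preincubation; product detected by AlphaScreen beads and anti-H3K9me1 antibody.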
# Pol eta inh = qHTS for Inhibitors of Polymerase Eta; recombinant Pol eta, fluorescent DNA replication assay; Potency, µM (doses to about 114 µM), inactives show top-dose activity change, negative = inhibition, usual class: inhibitors; 1.2% of 390,000 active; AID 588591, 2011; note: potency is the fitted concentration of half-maximal effect; % is set by controls: 0 for no effect and ±100 for the full control effect
#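 Fluorescent replication assay: 50 nM final substrate added after a 15 min room-temperature compound preincubation with 10 nM enzyme. Signal taken at 0 min and again at 10 min.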
# Pin1 inh = qHTS Assay to Find Inhibitors of Pin1 | Pin1 FP peptide displacement, HiFluor488, 10 min | Potency, µM (series often up to 115 µM), without a hit: at the top dose activity, negative = inhibition, usual class: inhibitors | 0.009% of 390,000 active | AID 504891, 2011; active = well fitted inhibition curve with a large enough effect in the polarisation, with a control signal flat, not every such curve was filed as active; inconclusive = small, poorly fitted or top-dose-only effect, or effect the other way, or a change in a side signal; inactive = no such curve, though single readings can be large or run the other way; the % refers to the polarisation; note: potency is the fitted concentration of half-maximal effect; % is set by controls: 0 for no effect and ±100 for the full control effect
# Target sequence (Q13526 whole entry, looked up): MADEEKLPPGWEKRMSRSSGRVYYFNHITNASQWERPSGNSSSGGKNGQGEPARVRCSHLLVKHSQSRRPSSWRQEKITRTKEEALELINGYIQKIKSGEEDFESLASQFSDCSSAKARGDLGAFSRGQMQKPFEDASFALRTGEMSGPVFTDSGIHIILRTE
# GLS inhibitor = qHTS for Inhibitors of Glutaminase (GLS); GLS enzymatic activity, qHTS titration; Potency, µM (doses to about 45.5 µM), for inactives: at the highest dose activity change, negative = inhibition, most hits filed as inhibitors; 0.21% of 410,000 active; AID 624170, 2012; note: potency is the fitted concentration of half-maximal effect; % is set by controls: 0 for no effect and ±100 for the full control effect
#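 hKGA in 45 mM KH2PO4 pH 8.2, 0.02% Tween-20 with pin-transferred compounds; 1 mM L-glutamine (stock) plus glutamate oxidase/HRP/Amplex Red coupling added. Fluorescence read initially and after 30 min at RT.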
# BAZ2B inh = qHTS Assay for Inhibitors of BAZ2B; 4.4% of 360,000 active; Bromodomain adjacent to zinc finger domain protein 2B (Homo sapiens), Q9UIF8; AID 504333, 2011; AlphaScreen BAZ2B-H3K14Ac peptide displacement; Potency, µM (doses to about 114 µM), for inactives: top-dose activity change, negative = inhibition, most hits filed as inhibitors; note: potency is the fitted concentration of half-maximal effect; % is set by controls: 0 for no effect and ±100 for the full control effect; nearly all actives have a fitted effect of over 60% in size
#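 Compounds, titrated to a top concentration of 110 uM, were incubated 30 min at room temperature with preformed BAZ2B/acetyl-K14 H3 peptide complex (50 nM each). Proximity signal was measured by AlphaScreen after 20 min with beads.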
# Starred values were filed as active, the others as inactive; i = inactive; u = inconclusive; x = not tested or not shown; & = joins results of further samples; [ ] = dose if it differs, or a comment. Unless noted, calls come from the whole dose curve; as a rule, active = well fitted curve in the direction sought with a large enough effect; inconclusive = small, poorly fitted or top-dose-only effect, or another doubt; inactive = no such curve, though single readings can be large; an effect the other way counts as inactive or inconclusive. Only part of the results is shown (hit frequency here may not be typical).
JMJD2A Tudor inh	HP1b binding inh	PI4K2A block	Tb PGK inh	G9a block	Pol eta inh	Pin1 inh	GLS inhibitor	BAZ2B inh	SMILES
30%	69%[activator]	-4	i	14%	5%	2%	-6%	3%	Cc1nc([N+](=O)[O-])cn1-c1nc2ccccn2c1[N+](=O)[O-]
-33%	-5%	-3	-5%	u	79µM*	u	-15%	u	Cc1sc2nc(SCc3ccc(C(=O)O)cc3)n(Cc3ccco3)c(=O)c2c1C
-17%	22%	-3	0%	8%[12.7 µM]	-9%	-2%	1%	-33%	CCOC(=O)Nc1ccc2c(c1)N(C(=O)CN(C)C)c1ccccc1CC2
-3%	12%	-3	8%	u	-4%	0%	-1%	-7%	Cn1c(-c2ccc3ccccc3n2)[n+](C)c2ccccc21
-22%	28%	1	-2%	u	-9%	-1%	-5%	u	O=C(CSc1ccc(Cl)cc1)N/N=C/c1ccc([N+](=O)[O-])o1
-6%	23%	1	1%	13%[59 µM]	-7%	3%	3%	0%	CCn1cc(C(=O)Nc2ccc(F)c(F)c2)cn1
-3%	22%	1	8%	-5%	-3%	1%	19%	-6%	COc1ccc(OC)c(CN2CCN(C(=O)CN3C(=O)NC4(CCCC4)C3=O)CC2)c1
-24%	-1%	-1	i	u	-20%	16%	-1%	-1%	COc1ccc(-c2nc3cc(NC(=O)Cc4ccc(Cl)cc4)ccc3o2)cc1OC
-12%[57.1 µM]	68%[activator]	-3	2%	u	7%	-4%	0%	-28%	CCOc1cc(NC(=O)c2ccco2)c(OCC)cc1NC(=O)COc1ccccc1
3%	16%	0	8%	u	9%	2%	2%	-2%	COc1ccccc1OCCC(=O)OCC(=O)NC(=O)NC(C)(C)C
14%	44%[activator]	0	-6%	25%	-11%	2%	-8%	4%	O=C(NC1CCCC1)c1cc2nc(-c3ccco3)cc(C(F)(F)F)n2n1
-15%	8%	0	0%	2%	3%	-9%	7%	-2%	COc1ccc(CC(=O)NCCN2CCCC2)cc1
-14%	20%	-7	-5%	-2%[59 µM]	-4%	3%	-4%	-2%	Cc1ccc(-c2nc(CS(=O)(=O)CC(=O)NCCc3ccccc3)c(C)o2)cc1
-7%	8%	3	-3%	9%	-12%	-9%	4%	-3%	O=C(O)c1ccc(F)c(S(=O)(=O)Nc2ccccc2)c1
-24%	9%	5	-6%	1%[59 µM]	5%	-3%	11%	-1%	CCOC(=O)c1ccc(CSc2nncn2N)o1
12%	108%[activator]	-1	-6%	27%	-2%	u	-3%	9%	Cc1ccc(-c2nc(-c3nccc4ccccc34)oc2-c2ccccc2)cc1
-34%	24%	4	i	-46%	-5%	-1%	-1%	-1%	Brc1ccc(-c2csc(Nc3nc(-c4ccc(Br)cc4)cs3)n2)cc1
-9%	28%	14	-6%	0%	-2%	1%	5%	2%	CC(C)(C)NC(=O)C(c1ccc(F)cc1)N(Cc1cccs1)C(=O)c1ccc(CN2CCOCC2)o1 (stereo not drawn)
-2%[11.4 µM]	-9%	5	-6%	x	0%	0%	2%	-9%	COC(=O)c1nnn(-c2nonc2N)c1-c1cccs1
-5%	29%	-4	-1%	-44%	-17%	7%	-1%	-19%	Cc1ccc(N(Cc2cc3cc(C)ccc3[nH]c2=O)C(=O)c2cccs2)cc1
-33%	15%	5	i	-31%[59 µM]	-13%	19%	-6%	-2%[57.1 µM]	Cc1ccc(Cl)cc1N1CCN(S(=O)(=O)c2ccc3c(c2)C(C(C)C)C(=O)N3)CC1 (stereo not drawn)
-2%	15%	1	-8%	x	-8%	-2%	-7%	x	O=C(NC1CCC(O)CC1)c1cc(Cl)c2c(c1)OCCO2 (stereo not drawn)
13%	31%	-8	0%	-10%	-18%	-7%	-4%	-4%	CCc1c(C)nc2ncnn2c1N1CCC(C(=O)NCc2cccs2)CC1
-26%	2%	10	1%	16%	-29%	10%	7%	-20%	COC(=O)/C(=C(O)\C=C\c1ccccc1[N+](=O)[O-])c1nc2ccccc2[nH]1
-26%	35%	-2	-1%	4%[2.33 µM]	-13%	6%	23%	u	Cc1ccccc1OCC(=O)Nc1ccc(N2CCN(S(C)(=O)=O)CC2)cc1

# Next section (4 carried over from the part before).
JMJD2A Tudor inh	HP1b binding inh	PI4K2A block	Tb PGK inh	G9a block	Pol eta inh	Pin1 inh	GLS inhibitor	BAZ2B inh	SMILES
-2%	15%	1	-8%	x	-8%	-2%	-7%	x	O=C(NC1CCC(O)CC1)c1cc(Cl)c2c(c1)OCCO2 (stereo not drawn)
13%	31%	-8	0%	-10%	-18%	-7%	-4%	-4%	CCc1c(C)nc2ncnn2c1N1CCC(C(=O)NCc2cccs2)CC1
-26%	2%	10	1%	16%	-29%	10%	7%	-20%	COC(=O)/C(=C(O)\C=C\c1ccccc1[N+](=O)[O-])c1nc2ccccc2[nH]1
-26%	35%	-2	-1%	4%[2.33 µM]	-13%	6%	23%	u	Cc1ccccc1OCC(=O)Nc1ccc(N2CCN(S(C)(=O)=O)CC2)cc1
-3%	39%[activator]	1	0%	-1%	-16%	-14%	4%	-2%	CCc1ccc(NC(=O)NNC(=O)CCc2ccccc2)cc1
u	-2%	3	i	-41%[59 µM]	-8%	23%	2%	u	COC(=O)c1ccc(CSc2nnc(-c3c[nH]c4ccccc34)n2-c2ccccc2)cc1
-1%&-15%	88%[activator]	-1	-10%	-1%[0.501 µM]	-6%	7%&5%	-3%	-11%	O=C(CNC(=O)C1CCCCC1)OC(C(=O)c1ccccc1)c1ccccc1 (stereo not drawn)
-4%	79%[activator]	-2	-2%	-8%[2.33 µM]	-9%	0%	-7%	-2%	Cc1cc(C)n(C(C)Sc2ccccc2)n1 (stereo not drawn)
-5%	32%	-2	9%	-5%[59 µM]	-21%	-1%	0%	0%	CC1=C(C(=O)OC2CCCC2)C(c2ccccc2C(F)(F)F)CC(=O)N1 (stereo not drawn)
-16%	60%[activator]	-3	i	x	-23%	3%	-10%	x	COCCN(CC(=O)Nc1cccc(C)c1C)C(=O)C1(c2ccc(Cl)cc2)CCC1
-3%	17%	2	-5%	-8%	12%	2%	2%	10%	CC(C)(C)NC(=O)c1cc(-c2ccccc2)n[nH]1
-13%	11%	-3	-7%	1%	-11%	-4%	0%	-14%	Cc1nn(CCCC(=O)NCCc2ccccc2)c(C)c1[N+](=O)[O-]
-21%	20%	1	-7%	-1%	-1%	0%	25%	12%	CC(C#N)Sc1nc2ccccc2c(=O)n1-c1ccccc1 (stereo not drawn)
0%	47%[activator]	1	3%	4%[59 µM]	-9%	-7%	0%	-2%	Cc1ccc(Cn2c(SCc3ccc(C(=O)O)cc3)nc3cccnc32)cc1
-24%	42%[activator]	4	-6%	-3%	-13%	14%	-4%	-31%	Cc1cc(SCC(=O)N/N=C/c2cccnc2)nc2c(C)cccc12
4%	37%	-5	-25%	x	-21%	3%	-7%	x	O=C(COC(=O)Cc1ccccc1F)NC(=O)NC1CCCC1
-15%	19%	-9	-4%	-39%	1%	-5%	70%[activator]	-25%	O=C(O)Cn1c(=O)c2c3c(sc2n(Cc2ccccc2F)c1=O)CCCC3
u	-6%	2	-3%	23%[59 µM]	-20%	u	16%	-6%	CC1=C(C(=O)OC2CCCCCCC2)C(c2cccc(O)c2)NC(=O)N1 (stereo not drawn)
-17%	12%	6	i	0%	-8%	-9%	7%	x	O=C(C1CC(Cl)CN1S(=O)(=O)c1ccc(Cl)cc1)N1CCOCC1 (stereo not drawn)
u	28%	-11	-4%	209%[activator]	-8%	70%[activator]	-22%	37%	Nc1nonc1C(=O)N/N=C/c1cc2c(cc1Br)OCO2
-18%	22%	-3	6%	19%	-9%	-1%	1%	-16%	CCC(NC(=O)c1cc(COc2ccc(Cl)cc2OC)on1)c1ccncc1 (stereo not drawn)
-8%	19%[57 µM]	4	-10%	56µM*	-5%	-4%	5%	-34%	Cc1ccc(CN2CCN(Cc3ccc4cc(F)ccc4n3)CC2CCO)o1 (stereo not drawn)
32µM*	2%	0	-3%	u	-3%	-3%	-27%	-37%	S=c1[nH]nc(-c2ccc(Br)o2)n1Cc1ccccc1
u	-1%&-10%	-8&-6	-6%&-6%	u	-11%&-17%	u	3%&-15%	u	COc1cc(NC(=O)c2cccc3c2C(=O)N(C2CCCCC2)C3)cc(OC)c1OC
-12%	20%[57 µM]	1	-7%	11%[59 µM]	-14%	-10%	8%	3%	CCOc1ccc(CNC(=O)c2ccc3c(c2)nc2n3CCOC2)cc1
-36%&-24%	4%&16%	-3	-6%	29%[12.7 µM]	3%	5%&0%	4%	-32%	COc1cc(OC)c2ccc(=O)oc2c1C(CCN1CCCC1)c1ccc2c(c1)OCO2 (stereo not drawn)
-21%	26%	1	i	u	-7%	1%	9%	-5%	Cc1ccc(OCC(=O)NC2CCCC(C)C2C)c([N+](=O)[O-])n1 (stereo not drawn)
12%	88%[activator]	-2	i	-9%	-13%	-2%	-1%	1%	O=S1(=O)NC(c2ccccc2)CC(CC2CCCCC2)O1 (stereo not drawn)
-5%[11.4 µM]	-7%	4	i	-39%[59 µM]	-6%	4%	-13%	-36%	CCS(=O)(=O)Nc1ccc(Cc2ccncc2)cc1
50µM*	u	-2	8%	u	-14%	-4%	0%	-3%	O=C(NCc1ccc2c(c1)OCO2)C(=O)NC1CCCCC1

# Screens deposited in PubChem by National Center for Advancing Translational Sciences (NCATS).
